TRHR PAM: qHTS for Small Molecule Agonists and Allosteric Enhancers of Human TRH Receptor: Primary Screen for Enhancers; TRHR cells, fluo-8 calcium fluorescence, EC20 TRH enhancement; 360,000 tested, 0.66% active; enhancement, % at 2 µM; Thyrotropin-releasing hormone receptor (Homo sapiens), P34981; in the data active = enhancement above about 30%; note: 0% is about no effect
Target sequence (P34981 whole entry, looked up): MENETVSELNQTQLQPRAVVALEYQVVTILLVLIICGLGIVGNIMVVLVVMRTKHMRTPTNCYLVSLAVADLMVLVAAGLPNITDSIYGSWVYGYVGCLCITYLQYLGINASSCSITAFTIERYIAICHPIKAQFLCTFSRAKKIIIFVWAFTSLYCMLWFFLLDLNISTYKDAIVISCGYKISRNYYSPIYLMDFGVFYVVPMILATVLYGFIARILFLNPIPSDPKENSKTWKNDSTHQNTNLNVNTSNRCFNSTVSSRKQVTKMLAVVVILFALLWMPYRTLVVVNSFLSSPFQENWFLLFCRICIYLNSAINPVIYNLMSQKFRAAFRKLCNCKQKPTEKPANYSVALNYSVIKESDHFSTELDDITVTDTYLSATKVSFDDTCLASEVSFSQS
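Enhancer read-out: after compound pinning and an initial kinetic agonist-mode read, an EC20 of TRH (10 nM final) was injected and fluo-8 calcium signal (Ex 480/Em 530) followed at 1 s/cycle for 100 cycles in TRHR-expressing cells.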
D1 antagonist: Antagonist of Human D 1 Dopamine Receptor: qHTS | 360,000 tested, 3.2% active | D(1A) dopamine receptor (Homo sapiens), P21728 | HEK293 TREx D1 cells, calcium flux, dopamine EC80; stronger effect = lower value | activity change, negative = inhibition, % at 10 µM | AID 504652, 2011; in the data active = activity change below about -30%; note: % is set by controls: 0 for no effect and ±100 for the full control effect
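Compound effects on dopamine-evoked calcium signalling were measured in tetracycline-induced HEK293 Trex D1 cells. Dopamine at EC80 followed a 180 s compound pre-read, and fluorescence was tracked kinetically for 180 s more.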
D1 PAM: Potentiators of Human D1 Dopamine Receptor: qHTS | D(1A) dopamine receptor (Homo sapiens), P21728 | HEK293 TREx D1 cells, calcium flux, dopamine EC20 potentiation | potentiation, % at 10 µM | 360,000 tested, 0.036% active | AID 504651, 2011; in the data active = potentiation above about 30%; note: 0% is about no effect
RXFP1 ag: qHTS Assay for Agonists of the Relaxin Receptor RXFP1. Potency, µM (series often up to 57.5 µM), inactives show at the highest dose activation, actives largely listed as activators. AID 2676, 2010. Relaxin receptor 1 (Homo sapiens), Q9HBX9. 370,000 tested, 0.3% active. HEK293T-RXFP1 cAMP TR-FRET, 30 min; response scale: percent of porcine relaxin response, buffer zero; active = well fitted activation curve with a large enough effect; note: potency is the fitted concentration of half-maximal effect; % is set by controls: 0 for no effect and ±100 for the full control effect; nearly all actives have a fitted effect of over 60% in size; many of its hits are not listed in these tables
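HEK293 cells stably expressing RXFP1, treated 30 min at 37C with compounds plus PDE4 inhibitor Ro 20174; cAMP measured by HTRF TR-FRET. Normalized to buffer and 29 nM porcine relaxin; EC50 by Hill fit.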
D2 potentiator: HTS Assay for Positive Allosteric Modulators of the Human D2 Dopamine Receptor: Primary Screen for Potentiators. potentiation, % at 10 µM. 340,000 tested, 0.34% active. HEK293 T-REx D2, calcium flux, EC20 dopamine potentiation. AID 485347, 2010. D(2) dopamine receptor (Homo sapiens), P14416;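 active = potentiation over 3 SD above the plate norm, cut at about 30% in these data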; note: 0% is about no effect
Target sequence (P14416 whole entry, looked up): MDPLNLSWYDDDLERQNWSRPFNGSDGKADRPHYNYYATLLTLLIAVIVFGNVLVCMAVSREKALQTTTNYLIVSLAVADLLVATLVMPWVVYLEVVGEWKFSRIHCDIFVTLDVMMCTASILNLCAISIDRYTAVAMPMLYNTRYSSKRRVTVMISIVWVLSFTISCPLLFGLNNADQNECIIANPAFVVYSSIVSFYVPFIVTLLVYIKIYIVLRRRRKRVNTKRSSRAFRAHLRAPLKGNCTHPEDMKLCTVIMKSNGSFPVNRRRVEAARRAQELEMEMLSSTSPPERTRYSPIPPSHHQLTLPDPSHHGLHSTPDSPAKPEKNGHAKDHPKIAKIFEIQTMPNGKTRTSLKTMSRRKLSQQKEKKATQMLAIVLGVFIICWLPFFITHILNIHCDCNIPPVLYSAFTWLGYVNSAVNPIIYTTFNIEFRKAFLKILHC
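Potentiation of an EC20 dopamine calcium response measured kinetically over 180 s, after a preceding 180 s compound-only read flagging agonists. Cells: inducible Hek293 Trex D2 line, 4000/well, cultured overnight at 30 C before dye loading.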
D1 agonist: Allosteric Agonists of the Human D1 Dopamine Receptor: qHTS; 360,000 tested, 1% active; HEK293 T-REx D1 cells, calcium flux, agonist mode; AID 504660, 2011; activation, % at 2 µM; in the data active = activation above about 30%; note: 0% is about no effect
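Inducible HEK293 T-REx D1 cells, force-coupled to calcium signalling, were plated at 4000 cells/well with tetracycline and held overnight at 30 C. After no-wash calcium dye loading, compound-evoked calcium rise over 180 s flagged agonists.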
D2 ag: HTS Assay for Allosteric Agonists of the Human D2 Dopamine Receptor: Primary Screen for Agonists | 340,000 tested, 0.53% active | activation, % at 2 µM | D(2) dopamine receptor (Homo sapiens), P14416 | HEK293 T-REx D2 cells, calcium flux agonist mode;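 active = activation over 3 SD above normal in the single-dose calcium agonist read, cut at about 30% in these data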; note: 0% is about no effect
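HEK293 Trex D2 cells, tetracycline-induced, o/n 30 C 5% CO2; no-wash Ca dye, RT 30–90 min; 10-cycle baseline, 23 nl cpd added, kinetic Ca read 180 s; agonist hits = positive Ca response.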
D2 antag: HTS Assay for Allosteric Antagonists of the Human D2 Dopamine Receptor: Primary Screen for Antagonists; D(2) dopamine receptor (Homo sapiens), P14416; HEK293 TREx D2 cells, calcium flux, dopamine EC80; inhibition, % at 10 µM; 340,000 tested, 2% active; AID 485344, 2010; in the data active = inhibition above about 30%; note: 0% is about no effect
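Cells plated overnight at 30 C with tetracycline; no-wash calcium dye, 30–90 min RT; 10 s baseline; compound pinned; 180 s read; EC80 dopamine added; another 180 s read.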
RXFP1 antag: qHTS Assay for Antagonists of the Relaxin Receptor RXFP1 | activity change, negative = inhibition, % at 57.5 µM | 350,000 tested, 0.59% active | HEK293-RXFP1, relaxin-stimulated cAMP HTRF, 30 min; stronger effect = lower value | Relaxin receptor 1 (Homo sapiens), Q9HBX9;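 active = activity change of -60% or lower, but not beyond a set lower limit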; note: % is set by controls: 0 for no effect and ±100 for the full control effect
* = called active by the depositor; nt = no result given.

Screens in order: TRHR PAM | D1 antagonist | D1 PAM | RXFP1 ag | D2 potentiator | D1 agonist | D2 ag | D2 antag | RXFP1 antag
CCS(=O)(=O)Nc1cccc(C2=NN(S(=O)(=O)c3ccc(C)cc3)C(c3ccco3)C2)c1 (configuration not stated)
→ -2 | 22 | 1 | 1.3% | 4 | 5 | -0.6 | -7 | 0
CCCN(CC(=O)Nc1ccc(NC(C)=O)cc1)CC(=O)Nc1ccc(F)c(F)c1F
→ 10 | -5 | -6 | 2.0% | -1 | -2 | 0.8 | -6 | -16
COC(OC)c1nc(SCC(=O)Nc2cccc(Cl)c2)ncc1C(=O)O
→ 3 | 22 | 2 | 0.4% | -1 | 3 | 0.2 | -12 | -6
Cc1ccc2cc(/C=N/NC(=O)CN3CCCCC3)c(Cl)nc2c1
→ 0 | 0 | 13 | 2.8% | nt | 4 | nt | nt | 9
Cn1sccc1=O
→ -3 | 5 | 3 | 0.4% | -5 | 1 | 0.4 | -22 | nt
O=C(Nc1cc(C(F)(F)F)ccc1Cl)c1noc2c1CCCCC2
→ 24 | 5 | 4 | -0.1% | 4 | 4 | 0.9 | nt | -10
O=C(COc1ccc(Br)cc1)OCCN1CCCCC1
→ 0 | 5 | -3 | -0.5% | 3 | 2 | 0.4 | -22 | 8
Cc1nn(Cc2c(F)c(F)c(F)c(F)c2F)c(C)c1NC(=O)c1ccc(COc2ccccc2Cl)o1
→ -25 | -7 | -1 | 1.1% | -1 | 1 | -0.1 | -2 | 0
COc1ccc(Cc2nnc(SCC(=O)Nc3cc(Cl)ccc3C)[nH]c2=O)cc1
→ -1 | -1 | -5 | 0.1% | 2 | 0 | -0.4 | -25 | 1
COc1ccccc1-c1c(-c2ccc(O)cc2O)n[nH]c1C(F)(F)F
→ -13 | -5 | -2 | 1.4% | 7 | 1 | 1.6 | 4 | -5
O=C(Nc1ccc(Cl)cc1C(=O)NCc1cccnc1)c1ccco1
→ 2 | -1 | -5 | 1.1% | 9 | 3 | 0.0 | 25 | 1
COC(=O)Cn1c(=NC(=O)CN2C(=O)CCC2=O)sc2cc(S(N)(=O)=O)ccc21
→ -4 | 1 | -3 | 0.0% | -2 | -2 | 1.4 | 0 | nt
CCCc1cc(=O)oc2cc(OCC(=O)Nc3ccc(CN4CCOCC4)cc3)c(Cl)cc12
→ 1 | 6 | -2 | -3.7% | -1 | 3 | 0.7 | 10 | 7
Cc1cccc(N(CC(=O)NC2CCCC2)C(=O)CCC(=O)Nc2ccccn2)c1
→ -10 | -3 | nt | 1.6% | -5 | 5 | 7.9 | -2 | -1
CC1(c2nnc(Cc3ccccc3)o2)CC(c2ccccc2F)=NO1 (configuration not stated)
→ -2 | 9 | 11 | -0.1% | -7 | 5 | -1.4 | 1 | nt
Cc1ccc(NC(=O)C2CCCN2C(=O)OCc2ccccc2)c(C)c1 (configuration not stated)
→ -3 | -6 | -7 | 2.5% | 17 | 0 | -0.9 | -9 | -2
O=C(Cc1ccc(Cl)cc1)N1CCN(C(=O)c2ccco2)CC1
→ 4 | 0 | -7 | 3.5% | -6 | 2 | -0.5 | -18 | -2
Cc1cccc(N2C(=O)CC(N3CCN(c4ccc(Cl)cc4)CC3)C2=O)c1 (configuration not stated)
→ -13 | -5 | -9 | -1.2% | 1 | 5 | 1.5 | -7 | -6
Cc1cccc(-c2noc(-c3ccc(NCC4CCCO4)c([N+](=O)[O-])c3)n2)c1 (configuration not stated)
→ 4 | -4 | 2 | 1.4% | 3 | -1 | -1.6 | nt | nt
NC(N)=Nc1nc2ccccc2o1
→ 20 | -19 | -3 | 2.5% | 5 | 2 | 0.7 | -37 | -7
CCOc1ccc(NC(=O)CC2C(=O)N(c3ccccc3)C(=O)N2Cc2cccc(OC)c2)cc1 (configuration not stated)
→ 2 | 4 | -1 | 2.6% | 6 | 0 | nt | nt | 11
COCCNC(=O)C(=O)NCC1OCCN1S(=O)(=O)c1ccc(F)cc1 (configuration not stated)
→ 1 | 13 | -6 | -0.9% | 11 | 1 | 0.0 | 3 | -11
Cc1ccc(S(=O)(=O)N(C)CC(=O)O/N=C(\N)c2ccc([N+](=O)[O-])cc2)cc1
→ 3 | -25 | -7 | -0.5% | -4 | 6 | -0.2 | -1 | 8
C/C(CC(=O)Nc1cccc(Br)c1)=N\NC(=O)c1ccc(O)cc1O
→ -12 | -2 | -4 | 2.1% | 6 | 4 | 3.7 | -8 | -7
CCCCCCSc1ccc([C@@H]2[C@H]3C(=O)N(CC)C(=O)[C@H]3[C@]3(C(=O)OC)CCCN23)cc1
→ -3 | -16 | -8 | 0.2% | 1 | 7 | 0.0 | -6 | nt
COc1ccc(-c2oc3cccnc3c2/C=C/c2ccc(OC)c(OC)c2)cc1
→ 2 | -21 | -4 | 27% | -3 | 2 | 0.5 | 30* | nt
CCc1nc(SCC(=O)NC2CC2)c2c(C)c(C)sc2n1
→ -6 | 6 | 3 | 3.0% | 4 | 2 | -1.0 | 15 | -6
Cc1ccc(C(=O)N/N=C\c2ccc(OC(=O)c3cccc(F)c3)cc2)cn1
→ -4 | 6 | -3 | 3.1% | 5 | 0 | 0.0 | 1 | -34
CC1CC(C)CN(CCCOc2ccccc2[N+](=O)[O-])C1 (configuration not stated)
→ -1 | -3 | -3 | 1.4% | -36 | 7 | -1.0 | 8 | -5
CCN1C(=O)[C@@H]2[C@H](C1=O)[C@@H]1C(=O)Nc3ccccc3C(=O)N1[C@@H]2c1ccc(Br)cc1
→ 5 | 4 | 0 | -0.1% | 7 | 0 | 0.7 | 10 | nt

With a hit mark in D2 antag, among the entries above:
Compound	TRHR PAM	D1 antagonist	D1 PAM	D2 potentiator	D1 agonist	D2 antag	RXFP1 antag
COc1ccc(-c2oc3cccnc3c2/C=C/c2ccc(OC)c(OC)c2)cc1	2	-21	-4	-3	2	30*	nt

More entries:
molecule	TRHR PAM	D1 antagonist	D1 PAM	RXFP1 ag	D2 potentiator	D1 agonist	D2 ag	D2 antag	RXFP1 antag
COC1=C/C(=C/c2c(N)n3cc(C)sc3nc2=O)C=CC1=O	15	5	-4	0.2%	3	30*	6.5	-1	-9
Cc1cc(C(F)F)nn1CC(=O)N1CCSCC1	4	-11	-5	1.5%	-2	0	-1.0	5	-1
O=C1N(Cc2cccnc2)C[C@@H]2C[C@@H](c3ccccc3C#Cc3ccccc3)N3CCC[C@@]123	-12	9	2	-2.5%	1	0	0.0	5	-4
O=C(C1CCN(c2ncnc3c2nc2n3CCCCC2)CC1)N1CCCCC1	-5	-17	-4	18%	-12	2	35*	13	-14
CCOc1[nH]n(-c2ccccc2)c(=O)c1C=Nc1ccc(C(=O)OC)cc1	8	-9	2	-0.5%	-1	2	1.6	-20	-2
Cc1ccccc1Nc1c(-c2ccc(N3CCOCC3)cc2)nc2ccccn12	5	17	2	18%	7	-2	-1.0	nt	-12
CC(c1ccccc1)n1cc(C(=O)NCc2cccnc2)nn1 (configuration not stated)	15	10	-9	-0.4%	22	2	-0.4	-12	1
CN(C)C(=O)CCc1nc2sc3c(c2c(=O)[nH]1)CCCC3	1	nt	0	-0.4%	9	-1	-0.1	7	-3
O=C(/C=C/c1ccccc1[N+](=O)[O-])NCc1ccncc1	-1	9	0	-1.1%	-5	0	-0.6	16	-6
O=C(Cc1cccs1)Nc1ccc(N2CCOCC2)cc1	2	1	-4	0.0%	-11	1	-1.3	-1	-8
CSCC(C)N1CCC(CO)(CCCc2ccccc2)CC1 (configuration not stated)	-6	-4	-3	0.1%	-17	6	0.4	0	-8
COc1ccc(CN(C)CC(=O)NCC(=O)Nc2c(C)cccc2C)cc1	1	-2	0	0.9%	nt	0	nt	nt	-7
CNC(=O)C1CCC(Cn2c(=O)c3sccc3n(CC(=O)N3CCCC(C)C3)c2=O)CC1 (configuration not stated)	-1	-18	-7	0.0%	-11	0	-0.2	nt	1
CCOC(=O)C1(C)/C(=N/Nc2ccccc2Cl)C(=O)C(=O)N1c1ccccc1 (configuration not stated)	-4	-3	5	-0.5%	-2	1	-0.4	1	-17
COc1ccc(NC(=O)CSc2nnc(-c3ccc(C)cc3)o2)cc1	7	5	-1	2.8%	6	4	-0.2	nt	nt

One compound at a time, as listed above.
COc1ccc(CN(C)CC(=O)NCC(=O)Nc2c(C)cccc2C)cc1 is listed with TRHR PAM: 1; D1 antagonist: -2; D1 PAM: 0; RXFP1 ag: 0.9%; D2 potentiator: nt; D1 agonist: 0; D2 ag: nt; D2 antag: nt; RXFP1 antag: -7
Cc1ccccc1Nc1c(-c2ccc(N3CCOCC3)cc2)nc2ccccn12 is listed with TRHR PAM: 5; D1 antagonist: 17; D1 PAM: 2; RXFP1 ag: 18%; D2 potentiator: 7; D1 agonist: -2; D2 ag: -1.0; D2 antag: nt; RXFP1 antag: -12
COc1ccc(NC(=O)CSc2nnc(-c3ccc(C)cc3)o2)cc1 is listed with TRHR PAM: 7; D1 antagonist: 5; D1 PAM: -1; RXFP1 ag: 2.8%; D2 potentiator: 6; D1 agonist: 4; D2 ag: -0.2; D2 antag: nt; RXFP1 antag: nt

(listing goes on)
molecule	TRHR PAM	D1 antagonist	D1 PAM	RXFP1 ag	D2 potentiator	D1 agonist	D2 ag	D2 antag	RXFP1 antag
O=C(COc1ccccc1-c1ccccc1)NNC(=O)NC1CCCCC1	-3	nt	-4	-1.5%	-13	1	5.2	13	-15
CCCCNC(=O)C1Cc2cc(S(=O)(=O)N3CCCCC3)ccc2N1C(C)=O (configuration not stated)	1	-4	0	0.6%	6	1	1.1	1	1
CC1CN(C(=O)COC(=O)c2ccc(Cl)nc2)CC(C)O1 (configuration not stated)	0	-1	0	-2.0%	5	4	3.1	-8	7
CCCCCOC(=O)Nc1nnc(CCC)s1	4	-21	-2	4.6%	0	10	-1.6	9	-6
Cc1cccc(CSc2ncc(Cl)c(C(=O)Nc3sc4c(c3C(N)=O)CCCC4)n2)c1	-1	12	-1	-0.9%	4	0	nt	nt	nt
CS(=O)(=O)/C=C/c1nc(Nc2cc(F)cc(F)c2)c2ncn(CC(F)F)c2n1	1	26	-2	nt	nt	2	nt	nt	nt

Source: PubChem

The list is partial; the hit share may differ from the screen's.
